# Assay outcomes from PubChem BioAssay.
# MPTP block = mitochondrial permeability transition pore inhibitors, primary screen, biochemical, isolated mouse mitochondria, absorbance; Ca2+ swelling absorbance, 30 min; inhibition, % at 10 µM; 360,000 compounds, 1.4% hits; AID 602449, 2012;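 active = inhibition of 50% or more, scaled per plate between neutral and stimulator controls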;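 also: 0% = DMSO wells given calcium and 100% = 1 mM EGTA wells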
# SENP8 block = human SENP8 protease inhibitors, primary screen, biochemical, fluorescence, Nedd8 protein substrate, uHTS; recombinant SENP8; 360,000 compounds, 0.64% hits; inhibition, % at 20 µM; in the data active = inhibition mostly above about 40%, no sharp cut-off; inactive = mostly below about 27%
# Target sequence (Q96LD8 whole entry, looked up): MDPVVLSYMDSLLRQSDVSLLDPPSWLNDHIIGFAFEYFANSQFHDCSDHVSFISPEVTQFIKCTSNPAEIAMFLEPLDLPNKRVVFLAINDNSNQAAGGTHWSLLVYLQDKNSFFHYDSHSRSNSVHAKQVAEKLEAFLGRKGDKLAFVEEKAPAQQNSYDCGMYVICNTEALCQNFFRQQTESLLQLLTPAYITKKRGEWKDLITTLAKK
# SENP6 inh = SENP6 protease inhibitors, primary screen, biochemical, luminescence, uHTS; Sentrin-specific protease 6 (Homo sapiens), Q9GZR1; Recombinant SENP6 catalytic domain, aminoluciferin luminescence; inhibition, % at 10 µM; 330,000 compounds, 1.8% hits; AID 2599, 2010;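 active = inhibition above about 50% at the single tested dose, limit read from the data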;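 also: plate controls were DMSO wells with enzyme for no effect and DMSO wells lacking enzyme for full effect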
# hIAP act = human IAP activators, primary screen, biochemical, luminescence, uHTS; AID 2524, 2010; 330,000 compounds, 0.16% hits; Intestinal-type alkaline phosphatase (Homo sapiens), P09923; purified human IAP, CDP-Star luminescence, 30 min; stronger effect = higher value; 1 = vehicle-only enzyme, 0 = enzyme-free background; activation factor at 10 µM;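 active = activation factor of the enzyme at least 2-fold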; also: the source names both 10 and 20 µM as test concentration; values of inactives mirror those of a sister screen read the other way
# PfG6PD inh = PfG6PD enzyme inhibitors, primary screen, biochemical, fluorescence intensity, uHTS; glucose-6-phosphate dehydrogenase-6-phosphogluconolactonase (Plasmodium falciparum 3D7); PfGluPho enzyme, NADPH resazurin-diaphorase fluorescence; inhibition, % at 20 µM; 350,000 compounds, 0.78% hits;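 active = inhibition reaching at least a set limit at 20 µM in the primary screen, cut at about 59% in these data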;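 also: 0% = DMSO wells with substrate and 100% = DMSO wells lacking glucose-6-phosphate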
# NR3A LBD binder = binders of NR3A ligand-binding domain, primary screen, biophysical, differential scanning fluorimetry, uHTS. Glutamate receptor ionotropic, NMDA 3A (GRIN3A) ligand-binding domain. NR3A LBD differential scanning fluorimetry, Tm shift; 0% = protein alone, 100% = glycine-bound protein. Tm shift relative to glycine control, % at 25 µM. 340,000 compounds, 2.5% hits. AID 1259313, 2017;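 active = melting temperature shift of at least 10% of the positive control shift, at one fixed dose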
# ATG4B inh = ATG4B protease inhibitors, primary screen, biochemical, fluorescence, uHTS. Cysteine protease ATG4B (Homo sapiens), Q9Y4P1. ATG4B cleavage of LC3-PLA2, NBD-HPC fluorescence, 1 h. inhibition, % at 8.33 µM. 340,000 compounds, 0.51% hits. AID 504462, 2011; in the data active = inhibition above about 40%
# Target sequence (Q9Y4P1 whole entry, looked up): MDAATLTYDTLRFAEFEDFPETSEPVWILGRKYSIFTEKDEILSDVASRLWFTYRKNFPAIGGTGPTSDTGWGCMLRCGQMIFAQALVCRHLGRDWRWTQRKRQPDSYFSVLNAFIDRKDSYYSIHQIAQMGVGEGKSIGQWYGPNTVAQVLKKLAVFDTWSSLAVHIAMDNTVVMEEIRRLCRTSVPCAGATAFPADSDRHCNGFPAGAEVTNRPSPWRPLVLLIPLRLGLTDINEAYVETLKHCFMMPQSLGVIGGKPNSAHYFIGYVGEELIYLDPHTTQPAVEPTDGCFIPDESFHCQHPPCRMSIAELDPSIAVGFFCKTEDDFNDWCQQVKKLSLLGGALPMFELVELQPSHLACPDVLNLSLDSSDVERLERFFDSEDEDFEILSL
# SENP1 FRET inh = human SENP1 catalytic domain inhibitors, primary screen, biochemical, FRET, uHTS; Sentrin-specific protease 1 (Homo sapiens), Q9P0U3; recombinant SENP1 catalytic domain, CyPet-SUMO1-YPet FRET cleavage; inhibition, % at 10 µM; 360,000 compounds, 0.21% hits; AID 624204, 2012;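 active = inhibition at least 30% at 10 µM, raw YFP signal under a set limit, fluorescence ratio 0.5 to 1.5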;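 also: 0% = enzyme with DMSO and 100% = no enzyme wells; some results filed as inactive read as strong as hits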
# Target sequence (Q9P0U3 419-644 limits assumed): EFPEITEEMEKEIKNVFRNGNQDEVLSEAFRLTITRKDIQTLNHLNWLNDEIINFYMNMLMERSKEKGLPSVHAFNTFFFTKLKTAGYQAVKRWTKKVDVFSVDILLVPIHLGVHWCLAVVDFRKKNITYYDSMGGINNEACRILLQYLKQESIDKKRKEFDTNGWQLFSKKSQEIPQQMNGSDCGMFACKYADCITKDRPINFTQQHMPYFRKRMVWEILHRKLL
#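 Test system: recombinant human SENP1 catalytic domain, His6-tagged / Medium: pH 8 Tris buffer with EDTA, NaCl, BME, BSA, NP40, catalase / Also added: SUMO1 FRET substrate flanked by Cypet and Ypet, 25 nM / Times: 50 min reaction at room temperature / Signal: FRET, CFP and YFP emission / Control set: no-enzyme low control and enzyme-plus-DMSO high control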
# An asterisk follows results filed as active; i = inactive; . = no result given; & = joins results of further samples.
SMILES,MPTP block,SENP8 block,SENP6 inh,hIAP act,PfG6PD inh,NR3A LBD binder,ATG4B inh,SENP1 FRET inh
O=C(COc1ccc(Br)cc1)NN1C(=O)c2ccccc2C1=O,2.5,10,-2,0.98,-15,1,-2,2
CCN(CC)Cc1csc2ccc(Br)cc12,1.8,9,6,1.1,6,0,-5,-3
Clc1ccc2nsnc2c1NC1=NCCN1,-0.3&0.3,2&2,2,1.1,-6&10,2&1,0&-4,-2&0
COCCC1CCCCN1C(=O)c1ccc(OC)c(OC2CCN(C(C)=O)CC2)c1 (configuration not stated),-0.3,4,6,0.87,2,1,4,1
Cc1csc(NC(=O)CSc2nc3[nH]c(=O)cc(O)c3s2)n1,-0.3,i,.,.,14,0,4,-6
Cc1ccc(S(=O)(=O)N(C)C)cc1-n1c(SCC(=O)Nc2ccc(F)cc2)nc2ccccc2c1=O,4.3,8,4,1.2,4,-3,-11,-2
CC(=O)/C=C\c1cn(-c2ncc(C(F)(F)F)cc2Cl)c2ccccc12,6.4,-101,-12,0.91,15,14*,2,1
COc1cc(NC(=S)NC(=O)c2cccs2)ccc1NC(=O)C(C)C,0.0,9,-1,1,10,0,1,0
CCOc1ccc(-c2nc3ccccc3c(=O)o2)cc1,-1.7,-184,7,0.99,-1,0,7,1
CC(=O)N1CCN(C(=O)COC(=O)c2oc3ccccc3c2C)CC1,-0.4,10,-7,0.96,-1,0,-6,-2
Cc1cccc(C)c1NC(=O)NCCSc1snnc1C,-0.5,-2,-6,0.93,13,0,5,3
COc1ccc(-c2csc(C)n2)cc1,0.7,16,-34,0.98,17,1,-5,2
O=C(Cc1ccccc1)Nc1ccc(NC(=O)c2cccs2)cc1,-0.2,8,-16,1.1,2,3,-9,0
Cc1cc(O)c2c(c1)C(=O)[C@@]13Oc4c5c(c(O)c6c(O)cc(C)cc46)C(=O)C[C@H](O)[C@H]5[C@@H]1[C@@H](O)CC(=O)C3=C2O,3.7,-4,.,.,36,-2,5,33*
CC(C)CC(NC(N)=O)C(=O)Nc1ccc2c(c1)OCO2 (configuration not stated),-0.8,1,5,0.94,26,0,-2,-5
NC(=O)C1=C[C@@H](C2CCCCC2)C[C@@H](OCCCCO)O1,-0.8,8,-26,1,-7,-3,1,-1
COc1ccc(CNC(=O)COC(=O)C2=COCCO2)cc1,-1.6,4,-3,0.91,-14,-1,-13,-1
O=C(NCCc1ccccc1)C1CCN(C(=O)N2CCOc3ccccc32)CC1,-1.0,8,15,1,-13,-1,-1,-1
Cc1ccc(C)c(S(=O)(=O)NCCCn2ccnc2)c1,-0.4,7,-22,0.87,-1,3,1,1
NC(=O)c1oc2ccccc2c1NC(=O)c1ccccc1,-1.3,12,-1,0.94,6,-48,-13,0
O=C(NCCNC(=O)c1cc(OCC(F)(F)F)ccc1OCC(F)(F)F)Nc1cccc(C(F)(F)F)c1,72*,6,-9,1,7,5,-5,0
Cc1ccc(S(=O)(=O)N2CCOC23CCN(C(=O)c2ccc(Cl)cc2Cl)CC3)cc1,-0.6,8,-3,1.1,-14,0,3,0
Cc1ccc(NC(=O)CSCC(=O)OCc2cc(=O)oc3cc(O)ccc23)c(C)c1,0.7,-415,-4,0.94,-1,.,-7,-79
C#CCOCCOCCOCCNc1nc(N2CCN(C(=O)[C@H](CCCCN)n3cc([C@@H](N)CC(C)C)nn3)CC2)nc(N2CCN(C(=O)[C@H](Cc3cc4ccccc4[nH]3)n3cc([C@@H](N)Cc4ccc(O)cc4)nn3)CC2)n1,-4.4,14,-1,0.96,44,0,-4,-4
COc1ccc(-c2cc3nc(-c4ccccc4)cc(N4CCN(C(=O)c5ccoc5)CC4)n3n2)cc1,0.1,-405,.,.,18,.,.,-4
N#C/C(=C/c1ccc(Sc2nc3ccccc3[nH]2)o1)c1cccc(F)c1,85*,-5,6,0.89,24,0,-2,-8
CCOC(=O)Cn1c(=NC(=O)C2COc3ccccc3O2)sc2cc(S(N)(=O)=O)ccc21 (configuration not stated),1.4,-21,-6,0.98,15,-9,-9,-33
CC(CC(=O)NC1CCCCC1)S(=O)(=O)c1ccc2c(c1)CCN2C(=O)C1CC1 (configuration not stated),-2.4,8,2,1.2,6,0,1,0
O=C(CCCSc1ccccc1)Nc1nc(-c2ccccn2)cs1,-3.6,20,8,1.1,10,-6,1,3
COc1ccc(CCNS(=O)(=O)c2ccc3c(c2)NC(=O)CS3)cc1OC,-1.8,18,11,0.92,1,2,-10,1
CCCCN(CC)S(=O)(=O)N1CCC(C(=O)NCCCN2CCOCC2)CC1,19,19,-6,0.87,-16,-2,5,-2
Cc1[nH]nc(-c2ccc(OCc3cnn(-c4ccccc4)c3)cc2O)c1Oc1ccccc1F,3.3,4,-13,0.9,-16,6,14,-2
CS(=O)(=O)N(CC(=O)Nc1c(F)cccc1F)Cc1ccccc1,1.8,17,-6,0.79,-3,1,-7,-1
O=C(Nc1ccc2c(c1)OCO2)C1CC(=O)N(c2ccc(F)cc2)C1 (configuration not stated),0.4,4,2,0.99,0,1,5,-1
Cc1c(C(=O)NC2CCCC2)oc2ccccc12,0.6,-4,-12,0.9,-2,-2,-3,-1
CCOC(=O)c1c(NC(=O)CN2C(=O)NC3(CCC(C)CC3)C2=O)sc(C(=O)N(C)C)c1C (configuration not stated),-1.4,-26,0,0.88,4,0,-7,-7
O=C(Oc1ccc(N(C(=O)c2ccncc2)S(=O)(=O)c2ccc(Cl)cc2)cc1)c1ccncc1,2.9,10,-4,0.94,8,-2,-9,3
COc1ccc(-c2cc(C(=O)N(C)CCc3ccc(OC)c(OC)c3)c3ccccc3n2)cc1,0.9,-419,15,1.1,-8,-1,-1,0
O=c1cc(-c2ccccc2)oc2cc(OCc3ccccc3)cc(O)c12,4.0,11,-20,0.88,-2,-5,11,-1
O=C1NC(c2ccccc2)C(C(=O)c2cccs2)=C1O (configuration not stated),2.4,22,-7,2,-5,-1,-9,2
Cn1nccc1C(=O)N1CCN(c2ccccc2Cl)CC1,-0.2,2,12,0.96,8,3,-8,-2
COc1ccc(-n2c(Cc3cccn3C)nnc2SCC(=O)N2CCCC2)cc1,-1.7,0,-1,0.92,7,0,6,-12
CC(=O)c1ccc(N2CCN(Cc3nc(Cc4ccccc4)no3)CC2)cc1,2.9,-17,-1,1.1,-2,-2,-14,1
COc1ccc(CNC(=O)C(C)NC(=O)c2cc3ccccc3o2)cc1 (configuration not stated),-0.1,14,3,1.1,-2,-2,-5,-2
CC1CCCCN1C(=O)CCNC(=O)Cn1cnc2ccccc2c1=O (configuration not stated),-0.9,6,9,0.85,14,0,-4,0

# Of the compounds above, 6 have a furan ring, fused or not:
SMILES,MPTP block,SENP8 block,SENP6 inh,hIAP act,PfG6PD inh,NR3A LBD binder,ATG4B inh,SENP1 FRET inh
CC(=O)N1CCN(C(=O)COC(=O)c2oc3ccccc3c2C)CC1,-0.4,10,-7,0.96,-1,0,-6,-2
NC(=O)c1oc2ccccc2c1NC(=O)c1ccccc1,-1.3,12,-1,0.94,6,-48,-13,0
COc1ccc(-c2cc3nc(-c4ccccc4)cc(N4CCN(C(=O)c5ccoc5)CC4)n3n2)cc1,0.1,-405,.,.,18,.,.,-4
N#C/C(=C/c1ccc(Sc2nc3ccccc3[nH]2)o1)c1cccc(F)c1,85*,-5,6,0.89,24,0,-2,-8
Cc1c(C(=O)NC2CCCC2)oc2ccccc12,0.6,-4,-12,0.9,-2,-2,-3,-1
COc1ccc(CNC(=O)C(C)NC(=O)c2cc3ccccc3o2)cc1 (configuration not stated),-0.1,14,3,1.1,-2,-2,-5,-2

# Continued:
SMILES,MPTP block,SENP8 block,SENP6 inh,hIAP act,PfG6PD inh,NR3A LBD binder,ATG4B inh,SENP1 FRET inh
CCN=C1SC(C(=O)Nc2cccc(C(=O)O)c2)CC(=O)N1CC (configuration not stated),-0.9,-11,-6,0.99,-8,1,-10,1
O=C(CSc1nnc(-c2cccnc2)s1)Nc1ccnc2ccccc12,104*,2,-2,1,28,1,-11,3
Cc1nn(CCC#N)c2[nH]c(=O)cc(C(F)(F)F)c12,-2.5,-45,9,0.99,1,1,-3,0
CC(=O)c1ccc(NC(=O)C(C)NCc2ccc(Cl)cc2)cc1 (configuration not stated),0.2,-63,-9,0.94,3,-1,-5,-3
O=C(CCCn1cnc([N+](=O)[O-])n1)Nc1ccc(Cl)c(Cl)c1,1.5,14,3,0.96,25,-4,-7,-1
Cn1c(CNc2nc3ccccc3n2C)nc2ccccc21,-1.9,5,-6,1.2,10,0,-13,0
CSc1nnc(-c2nnc(SC)n2-c2ccccc2)n1-c1ccccc1,-0.6,5,7,0.84,-3,-2,3,2
CCOC(=O)N1CCN(Cc2oc(CO)cc(=O)c2O)CC1,1.1,20,-11,1.2,-18,-1,3,3
NC(=O)CSc1nc2ccccc2n1-c1ccccc1,-2.5,7,2,0.99,-7,-1,-1,3
CCOc1ccc(N2C(=O)Nc3ccccc3C2(O)C(=O)NCc2ccccc2)cc1 (configuration not stated),-4.0,22,-10,1,-11,0,1,0
COc1ccc(S(=O)(=O)N2CCN(c3ccccc3OC)CC2)cc1C(=O)N1CCCCC1,0.4,4,1,1,-8,2,-4,3
CCOC(=O)/C(=N\O)C1=NC(C)(C)Cc2ccccc21,0.0,28,-9,0.84,-8,-21,-1,0
O=C(COC(=O)CNC(=O)c1ccccc1)Nc1nc(-c2ccccc2)cs1,1.9,9,2,0.83,-11,-22,-7,0
O=C(COc1cccc2cccnc12)Nc1nccs1,0.4,11,11,1.3,1,1,-12,-2
CCOc1nc(NCCN2CCOCC2)nc(NC(C)C)n1,-2.4,9,-2,1.1,1,1,-4,1
CCCNC(=S)N1CC2(C)CN(C(=O)C(=O)OC)CC(C)(C1)C2=O,-0.6,13,13,0.96,-4,-1,-11,0
Cc1cc(C)c(O)c(NC(=S)NC(=O)Cc2ccccc2)c1,0.0,7,14,1.2,10,-2,-6,1
CC(C)Oc1ccc(C(=O)NCCNC(=O)c2ccco2)cc1,0.8,3,-7,0.99,-9,1,2,0
CCN(CC)S(=O)(=O)c1ccc(/C=C/C(=O)OCC(=O)Nc2ccc(S(N)(=O)=O)cc2)cc1,6.0,11,1,1,-4,-7,-14,1
COc1ccc(-c2csc(Cc3nnc(N4CCOCC4)n3-c3ccccc3)n2)cc1OC,0.7,7,0,0.97,-9,-2,-6,2
CCCCC(=O)NC(c1ccc([N+](=O)[O-])cc1)c1c(O)ccc2ccccc12 (configuration not stated),69*,24,7,0.99,56,-1,-9,2
Cc1cc(C(F)(F)F)nc(SCC(=O)Nc2nccs2)n1,0.5,-4,-24,1,15,-3,1,-1
Cc1ccc(N(CC(=O)N/N=C/c2ccc(OC3CSC3)cc2)S(=O)(=O)c2ccccc2)cc1,2.4,8,3,1.1,2,0,-17,2
Cc1ccc(NS(=O)(=O)c2cccc(C(=O)NCc3ccccn3)c2)cc1,0.7,11,1,0.77,-5,-1,-4,1
Cc1ccc(-n2nc(C)c(C(C)(O)C(F)(F)F)c2N)cc1 (configuration not stated),1.5,20,-26,1,-18,3,2,0
